CHRM5 agonist = agonists of human muscarinic M5 receptor (CHRM5). activation, % at 3 µM. CHO-K1 hM5 cells, Fluo-8 calcium fluorescence; 0% DMSO wells, 100% maximal acetylcholine response. actives 0.19% (n = 360,000). P08912;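 active = activation above the run's mean over test compounds plus 3 SD, cut at about 23% in these data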;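 also: signal is peak over basal fluorescence ratio across the kinetic read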
Target sequence (P08912 whole entry, looked up): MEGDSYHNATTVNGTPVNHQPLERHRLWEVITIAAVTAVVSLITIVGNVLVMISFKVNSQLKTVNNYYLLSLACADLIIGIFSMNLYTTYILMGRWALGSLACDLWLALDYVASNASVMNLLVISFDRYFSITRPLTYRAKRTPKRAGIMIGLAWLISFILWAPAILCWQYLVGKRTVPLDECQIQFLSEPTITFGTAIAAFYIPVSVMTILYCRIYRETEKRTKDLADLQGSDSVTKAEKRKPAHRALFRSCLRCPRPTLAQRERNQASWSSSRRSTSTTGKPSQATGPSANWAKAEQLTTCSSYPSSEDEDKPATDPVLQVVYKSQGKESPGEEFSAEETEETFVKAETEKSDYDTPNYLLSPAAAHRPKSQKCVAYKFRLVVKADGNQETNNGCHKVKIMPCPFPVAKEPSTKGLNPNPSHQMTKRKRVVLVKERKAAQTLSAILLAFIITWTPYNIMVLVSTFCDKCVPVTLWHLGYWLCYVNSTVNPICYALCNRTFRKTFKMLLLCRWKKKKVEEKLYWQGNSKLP
M1 antag = blocks human M1 muscarinic receptor. P11229. CHO-K1 hM1, Fluo-8 calcium fluorescence, ACh EC80 antagonist. inhibition, % at 3 µM. actives 1.3% (n = 360,000). AID 588852;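 active = percent inhibition above its own plate's cutoff, namely the mean of that plate's compound wells plus 3 SD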;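 also: peak over basal fluorescence ratio during 140 s after agonist addition; 0% = ACh EC80 plus DMSO and 100% = DMSO alone without agonist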
CHRM4 antagonist = blocks acetylcholine activation of human M4 receptor; P08173; CHO-hM4 cells, ACh EC80, Fluo-8 calcium fluorescence; inhibition, % at 3 µM; actives 0.73% (n = 360,000); AID 624125;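 active = inhibition above its plate's cutoff, the mean inhibition of sample wells plus 3 SD, cut at about 27% in these data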;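 also: 0% = acetylcholine EC80 with DMSO and 100% = DMSO without agonist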
Target sequence (P08173 whole entry, looked up): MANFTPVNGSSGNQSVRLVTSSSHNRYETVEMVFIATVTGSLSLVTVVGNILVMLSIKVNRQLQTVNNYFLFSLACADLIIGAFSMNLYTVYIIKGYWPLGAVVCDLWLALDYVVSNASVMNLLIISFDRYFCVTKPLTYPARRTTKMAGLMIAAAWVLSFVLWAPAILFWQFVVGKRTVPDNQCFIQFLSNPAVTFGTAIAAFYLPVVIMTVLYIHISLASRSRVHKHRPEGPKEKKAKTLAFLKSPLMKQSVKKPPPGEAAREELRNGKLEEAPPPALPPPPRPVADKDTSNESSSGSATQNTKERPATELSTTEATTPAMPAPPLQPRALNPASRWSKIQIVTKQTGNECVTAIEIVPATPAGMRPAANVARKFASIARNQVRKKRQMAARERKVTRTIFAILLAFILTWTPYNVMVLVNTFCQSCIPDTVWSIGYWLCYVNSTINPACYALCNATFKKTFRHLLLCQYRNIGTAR
M5 PAM = positive allosteric modulators of human muscarinic M5 receptor | P08912 | CHO-K1 hM5, Fluo-8 calcium, ACh EC20 PAM; 0% = ACh EC20, 100% = ACh EC100 | activation, % at 3 µM | actives 0.3% (n = 360,000) | AID 624038;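 active = activation above the run cutoff, the mean activation of all test compounds plus 3 SD, cut at about 18% in these data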
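System: CHO-K1 hM5 cells. Reagent: acetylcholine, EC20 level. Compound dosing: single dose, 3 µM nominal final test concentration. Timing: Post-acetylcholine fluorescence recording 140 s. Detection: Fluo-8 calcium fluorescence. Read-out: % activation, ACh-normalized. Benchmarks: ACh EC20 and EC100 wells. Repeats: singlicate, one well per test compound.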
CHRM5 antagonist = CHRM5 antagonism in calcium assay; P08912; CHO-hM5 cells, Fluo-8 calcium fluorescence, ACh EC80; inhibition, % at 3 µM; actives 0.59% (n = 360,000);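 active = inhibition above a per-plate cutoff, the mean of that plate's test compounds plus 3 SD, cut at about 27% in these data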;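 also: 0% = acetylcholine EC80 with DMSO and 100% = DMSO without agonist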
M4 PAM = positive allosteric modulators of human muscarinic M4 receptor. P08173. CHO-K1 hM4/Gqi5, Fluo-8 calcium fluorescence, ACh EC20; 0% = ACh EC20, 100% = maximal ACh. activation, % at 3 µM. actives 0.4% (n = 360,000);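 active = activation above its plate's cutoff, the mean activation of sample wells plus 3 SD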; also: some results filed as inactive read as strong as hits
CRFBP-R2 agonist = agonists of human CRF-binding protein/CRF-R2 receptor complex; HEK293 CRF-R2/CRF-BP, calcium dye fluorescence (FLIPR); percent of saturating CRF peptide response; actives 0.46% (n = 350,000); activation, % at 13.2 µM;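 active = activation of at least 50%, plus an integration ratio under a set limit after plate pattern correction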;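 also: plate controls were neutral control wells without compound for no effect and CRF at EC100 for full effect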
CHRM4 agonist = CHRM4 agonism in calcium assay; CHO-K1 hM4/Gqi5, Fluo-8 calcium fluorescence; vehicle 0%, full acetylcholine response 100%; actives 0.14% (n = 360,000); activation, % at 3 µM; AID 624127;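 active = activation above the run mean over all test wells plus 3 SD, cut at about 32% in these data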;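 also: peak over basal fluorescence ratio per well then scaled between controls; 0% = DMSO wells and 100% = acetylcholine at EC100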
CHRM1 PAM = human CHRM1 positive allosteric modulation; CHO-K1 hM1, Fluo-8 calcium fluorescence, ACh EC20; 0% = ACh EC20, 100% = maximal ACh; AID 588819; actives 0.088% (n = 360,000); P11229; activation, % at 3 µM; in the data active = activation above about 19%, passing the limit was not always enough
Starred values were filed as active, the others as inactive; . = not tested or not shown.

SMILES	CHRM5 agonist	M1 antag	CHRM4 antagonist	M5 PAM	CHRM5 antagonist	M4 PAM	CRFBP-R2 agonist	CHRM4 agonist	CHRM1 PAM
COc1ccc(/C=N\NS(=O)(=O)c2ccc(Br)cc2)cc1COc1ccccc1[N+](=O)[O-]	-6	-11	-17	6	-4	-1	-1.0	2	7
CN(Cc1ccccc1)C(=O)c1ccccc1NC(=O)C1=CSCCO1	3	3	1	-4	-8	-2	-0.5	8	-7
COc1ccc(N(Cc2cc3ccc(C)cc3[nH]c2=O)S(=O)(=O)c2ccccc2)cc1	0	-9	-4	-5	1	-3	0.1	0	7
C=CCn1nnnc1SCC(=O)Nc1cccc(OC)c1	2	-4	-7	-4	0	6	-0.4	2	1
CCCCN1C(=O)C(CC(=O)NC2CCCC2)CC(C(=O)N2CCCCCC2)=C1C (stereo unspecified)	0	.	-5	5	-14	8	.	1	.
COc1cc(C(=O)NCc2ccncc2)cc(OC)c1OC	0	-3	-1	4	0	4	-1.4	1	8
O=C(NCC(c1ccco1)N1CCCC1)c1cn(Cc2ccccc2)nc1-c1ccccc1 (stereo unspecified)	-1	-13	7	0	5	0	2.5	1	9
CCCC(=O)N1CCN(Cc2nc3cc([N+](=O)[O-])ccc3n2C)CC1	-3	-15	3	2	6	-5	-0.6	-1	8
COc1ccc(CCC(C)Nc2ccc(F)c(F)c2)cc1 (stereo unspecified)	-2	-7	1	-5	1	-4	-0.8	-1	1
COC(=O)c1cc(F)c(-n2cncn2)c(F)c1	3	-1	1	-1	-2	6	-0.6	1	4
CCC(CC)NC(=O)CSc1nnc(-c2ccc(OC)cc2)n1C(C)C	-1	-12	-2	11	-13	2	-1.1	0	3
Cc1ccc(-c2cc(C(=O)NC3=NCCS3)c3ccccc3n2)cc1C	-4	6	1	-17	26	-12	13	7	-16
COc1ccc(N2CC(C(=O)N[C@@H](C)C(=O)N3CCCCC3)CC2=O)cc1 (stereo partly specified)	-3	-7	-3	7	-2	-1	1.5	2	7
COc1ccc2cc(CCNC(=O)CCc3ccccc3)c(=O)[nH]c2c1	-3	-13	-3	-2	10	4	-0.9	4	13
Cc1ccc(NC(=O)c2noc(C(C)C)c2[N+](=O)[O-])cc1	-6	5	-1	0	-13	-3	-0.5	0	-5
Cc1c(N2C(=O)/C(=C\c3cccc4ccccc34)SC2=S)c(=O)n(-c2ccccc2)n1C	1	-7	-8	-4	7	15	-1.9	3	-9
O=C(CN1CCN(S(=O)(=O)c2ccccc2C(F)(F)F)CC1)NCc1cccs1	-2	-11	0	-8	6	2	-2.4	2	6
COc1ccc(NC(=O)CSc2nnc(Cn3c(=O)sc4ccccc43)n2C)c(OC)c1	1	1	-7	-3	-1	0	-2.2	1	3
CCOc1ccc(S(=O)(=O)NCc2ccccn2)cc1	3	-5	10	-3	1	-4	1.5	1	6
CC(=O)c1c(C)[nH]c(C(=O)COC(=O)CCNS(=O)(=O)c2ccc(C)c(C)c2)c1C	6	-2	-30	-23	3	3	-0.7	18	14
O=C(N/N=C\c1ccc([N+](=O)[O-])o1)c1cncc(Br)c1	5	-2	2	6	-8	-4	0.8	3	1
O=C(O)CCCC(=O)NS(=O)(=O)c1ccc(Cl)cc1	-3	-16	-10	10	-11	16	-1.6	1	4
COc1ccc(C(=O)Nc2cc(Cl)ccc2N2CCOCC2)cc1S(=O)(=O)N1CCOCC1	1	-14	4	-2	5	-4	-0.4	1	4
O=S(=O)(c1ccc(Cl)cc1)N1CCN(c2ncnc3sccc23)CC1	2	25	13	-18	14	-10	0.5	16	-8
Cc1ccc(CNC(=O)C(=O)NCC2CCCN2S(=O)(=O)c2cccs2)cc1 (stereo unspecified)	3	3	3	9	6	-2	0.6	3	0
O=C(CSc1nc2scc(-c3ccccc3)c2c(=O)[nH]1)N1CCCCC1	-2	-3	-1	3	5	2	0.2	1	-3
OC(c1ccc(F)cc1)c1nc(-c2ccncc2)cs1 (stereo unspecified)	6	23	-2	-12	14	-7	.	14	-10
O=C(Cn1cnc2c(nnn2Cc2ccccc2F)c1=O)OCc1ccccc1	5	12	25	-11	14	-3	-5.1	17	-11
COc1ccc(CCC(=O)N2CCN(c3ccc(OC)cc3)CC2)cc1	-1	3	10	-2	6	-3	-1.2	1	2
CCN(CC(=O)NCc1ccc(F)cc1)C(=O)c1ccc(COc2ccccc2)cc1	-1	6	1	-8	15	-11	-0.3	10	-3
Cc1cccc(C)c1NC(=O)C(c1ccccc1)N1CCN(C/C=C/c2ccccc2)CC1 (stereo unspecified)	-1	20	16	-21	11	-14	.	11	-17
Cc1ccc(-n2c(Cc3cccn3C)nnc2SCC(=O)Nc2cc(C)on2)cc1	3	-1	-10	11	-4	6	0.6	1	15
Cc1nc2ccccc2n1CC(O)c1ccccc1 (stereo unspecified)	-1	-8	-1	6	4	-4	-1.1	0	13
C=CCn1c(=O)c2ccccc2n2c(SCC(=O)NC(C)C)nnc12	-1	-7	10	-7	16	-7	-2.0	13	10
CCC(C)(C)n1nnnc1C(c1cccs1)N1CCCCC1 (stereo unspecified)	-11	0	6	3	6	-7	-0.1	-1	0
CC1(C)Cc2nc3oc4c(NCc5ccccc5)ncnc4c3cc2CO1	-5	-3	-2	7	3	8	-1.2	2	4
NNC(=O)CSc1ncc(-c2ccccc2)[nH]1	-6	-7	-8	3	3	7	0.5	0	5
Cc1ccc(NC(=O)NCc2ccccn2)cc1Cl	-3	-7	10	-6	7	-7	-2.0	1	3
Cc1ccc(N(Cc2cc3ccc(C)cc3[nH]c2=O)C(=O)c2ccco2)cc1	0	-3	8	0	7	-9	-1.4	-1	3
Cc1ccsc1C(=O)c1sccc1C	-4	-4	1	-7	-6	-3	0.9	0	0
S=C(NCc1cccs1)Nc1cccc(Cl)c1	5	18	6	-12	11	-6	-1.0	14	-17
CCC(=O)NCCc1nc2ccccc2n1CC	3	-3	-4	-7	0	2	-3.5	1	0
CCc1cccc2c(C(=S)N3CCOCC3)c[nH]c12	-3	6	-1	1	5	5	-1.1	1	1
COc1ccc(NC(=O)C2=CC(c3ccc(OC)c(OC)c3)=NS(=O)(=O)N2C)cc1	6	2	-3	-24	2	-10	-5.6	22	-14
CSc1nc2[nH]ncc2c(=O)n1-c1ccccc1	-2	7	8	4	1	-2	-0.5	0	-5
O=C(Cn1cnc2ccccc21)c1ccc(Br)cc1	2	0	4	1	0	-7	2.4	1	4
Cc1nc(NCc2ccccn2)c2c3c(sc2n1)CCCC3	-2	-4	-1	6	-3	4	-0.3	3	11
CCOC(=O)c1[nH]c(C)c(C(=O)Nc2ccc3c(c2)OCCO3)c1C	-2	4	-1	4	2	10	-1.0	0	0
Nc1cnnc(N/N=C\c2ccccc2)c1Cl	-2	-6	-14	-4	9	-5	-0.1	0	2
O=C1CC(N2CCOCC2)C(=O)N1CCc1ccccc1 (stereo unspecified)	-2	-17	7	3	-2	3	-1.5	1	9
Cc1ccccc1C(=O)N/N=C/c1ccc([N+](=O)[O-])s1	-1	-6	14	-3	2	-6	6.8	1	5
COCCNC(=O)C(c1cccnc1)N(Cc1ccccc1)C(=O)Cn1nnc2ccccc21 (stereo unspecified)	-4	-1	-15	5	0	11	4.0	1	2
COCc1ccc(C(=O)N2CCC(CCC(=O)Nc3cccc(C)c3)CC2)s1	0	-2	1	5	-12	-1	-1.3	4	2
COc1cccc(-c2noc(-c3ccc(Br)o3)n2)c1	-8	2	-6	3	4	10	1.5	-1	-1
CCN(C(=O)COC(=O)CCC1CCCC1)c1c(N)n(Cc2ccccc2)c(=O)[nH]c1=O	1	-15	-9	2	-1	6	1.2	0	3
CCOC(=O)CSc1nnc(NC(=O)c2cccc(S(=O)(=O)N3CCCCCC3)c2)s1	-1	8	5	-6	4	0	-3.1	0	-3
O=C(Nc1cccnc1)c1cc2c(ccc3ccccc32)o1	1	3	10	3	-4	0	-0.3	11	1
COc1cccc(/C=N\NC(=O)C2C(=O)NCC2c2ccccc2)c1O (stereo unspecified)	-4	-22	-9	2	-10	0	14	8	4
CCOC(=O)c1cnc(-n2nc(C)cc2C)nc1NCc1ccccc1	-6	10	17	-13	7	-11	0.3	0	-27
O=[N+]([O-])c1cccc(/C=N/NC2CCS(=O)(=O)C2)c1 (stereo unspecified)	-1	-14	4	13	-7	0	0.1	0	10

Five entries from above, reformatted:
| Compound | CHRM5 agonist | M1 antag | CHRM4 antagonist | M5 PAM | CHRM5 antagonist | M4 PAM | CRFBP-R2 agonist | CHRM4 agonist | CHRM1 PAM |
| --- | --- | --- | --- | --- | --- | --- | --- | --- | --- |
| O=C1CC(N2CCOCC2)C(=O)N1CCc1ccccc1 (stereo unspecified) | -2 | -17 | 7 | 3 | -2 | 3 | -1.5 | 1 | 9 |
| Cc1ccccc1C(=O)N/N=C/c1ccc([N+](=O)[O-])s1 | -1 | -6 | 14 | -3 | 2 | -6 | 6.8 | 1 | 5 |
| COCCNC(=O)C(c1cccnc1)N(Cc1ccccc1)C(=O)Cn1nnc2ccccc21 (stereo unspecified) | -4 | -1 | -15 | 5 | 0 | 11 | 4.0 | 1 | 2 |
| COCc1ccc(C(=O)N2CCC(CCC(=O)Nc3cccc(C)c3)CC2)s1 | 0 | -2 | 1 | 5 | -12 | -1 | -1.3 | 4 | 2 |
| COc1cccc(-c2noc(-c3ccc(Br)o3)n2)c1 | -8 | 2 | -6 | 3 | 4 | 10 | 1.5 | -1 | -1 |

Later entries
SMILES	CHRM5 agonist	M1 antag	CHRM4 antagonist	M5 PAM	CHRM5 antagonist	M4 PAM	CRFBP-R2 agonist	CHRM4 agonist	CHRM1 PAM
N#Cc1cc2ccccc2nc1SCC(=O)Nc1ccccc1N1CCOCC1	1	9	18	4	-10	-5	4.2	1	-1
COc1ccc(C(=O)NC(=S)NNC(=O)c2ccco2)cc1	-1	3	16	0	8	-5	0.5	-1	3
CC1CCCN(C(C(=O)Nc2ccc(C(C)C)cc2)c2ccc3c(c2)OCO3)C1 (stereo unspecified)	-1	6	-9	-3	-3	5	7.7	-4	-7
COc1ccc(OC)c(NC(=O)Nc2nnc([C@@H]3O[C@H](CO)[C@@H](O)[C@H]3O)s2)c1	0	-17	-2	0	10	-3	.	1	5
C/C(CC(=O)Nc1ccc(Cl)c(C(F)(F)F)c1)=N\NC(N)=S	-1	-4	0	-15	-6	1	0.2	3	10
C/C(=N\NC(=O)OC(C)(C)C)c1ccc[nH]1	0	-12	-9	3	-13	-1	0.6	1	12
Cc1nn(C)cc1S(=O)(=O)Nc1ccc2c(c1)OCCO2	-7	-4	-10	-11	21	-1	-0.8	7	-7
COc1ccccc1NC(=O)c1ccc(NC(=O)CN(C)Cc2ccccc2F)cc1	-4	-6	-5	3	17	-8	0.4	9	5
Cc1nc2ccc(C(=O)N3CCN(C(=O)c4ccco4)CC3)cn2c1N(C)C(=O)CCc1ccccc1	-2	-8	-6	-4	11	0	.	2	-4
NC(=NCCc1ccccc1)NS(=O)(=O)c1ccccc1F	-2	-12	0	8	-15	1	-0.9	0	6
Cc1ccc(S(=O)(=O)CCC(=O)N(CCN2CCOCC2)c2nc3ccccc3s2)cc1	-2	3	1	3	4	-5	0.7	1	1
C=CCN(CC=C)CCOc1cccc2ccccc12	-3	2	-6	1	-3	13	-1.7	-3	3
O=C(Nc1cc(Oc2ccccc2)cc([N+](=O)[O-])c1)C12CC3CC(C1)CC(n1cnc(Cl)n1)(C3)C2	0	21	8	-14	12	-15	0.1	2	-6
CNC(=S)N1N=C(c2ccc(C)cc2)CC1c1ccc(Br)cc1 (stereo unspecified)	-2	-5	4	-2	-4	-12	1.3	-1	-5

Assay outcomes as filed in PubChem BioAssay.

Compounds as they come; overall some 2.8% were active at least once.
